Screening data as filed in PubChem BioAssay.
HT1080NT lethal = kills 2HG-producing HT-1080-NT fibrosarcoma cells | Potency, µM (titrated, usually from 46.1 µM), for the others: at the top dose activity, negative = less viability, actives largely listed as cytotoxic | 360,000 tested, 1.6% active | HT-1080-NT fibrosarcoma viability, CellTiter-Glo ATP luminescence, 48 h;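 further: NT is the 2HG producing partner of a matched IDH1 knockdown line; potency means the concentration at half of the fitted maximal effect; 0% = DMSO-treated cells and -100% = media-only wells without cells; nearly all actives have a fitted effect of over 55% in size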
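Viability by CellTiter-Glo luminescence after 48 h compound exposure at 37C of HT-1080-NT cells (750/well, RPMI, 5% FBS). % activity scaled between DMSO wells and medium-only wells, then curve-fitted and categorized by curve class.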
MCF10A rerep = induces DNA re-replication in MCF 10a normal breast cells. MCF 10A DNA re-replication, Hoechst nuclear intensity, 48 h. Potency, µM (doses to about 46.1 µM), without a hit: at the top dose activity, positive = re-replication, usual class: activators. 350,000 tested, 2.9% active. AID 624296; further: potency means the concentration at half of the fitted maximal effect; % of control where 0% means no effect; nearly all actives have a fitted effect of over 50% in size
HepG2 tox = counter-screen for TGF-b inhibitors: cytotoxicity in HepG2 cells. HepG2 CAGA-GFP viability, ATP luminescence, 18 h. Potency, µM (doses to about 46.1 µM), without a hit: top-dose activity change, negative = cytotoxicity, usual class: cytotoxic. 410,000 tested, 0.76% active; further: potency means the concentration at half of the fitted maximal effect; some results filed as inactive show a strong effect at the top dose
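HepG2 CAGA-GFP cells (1000/well, DMEM with 1% FBS) received compound, then TGF-beta at 500 pg/mL final, and were incubated 18 hours at 37 degrees C. Viability was read by CellTiter-Glo luminescence. Media-only wells were set as complete cell-killing and DMSO as no toxicity.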
ATXN2 expr inh = reduces ATXN2 reporter expression in HEK-293 cells; HEK-293 ATXN2-luciferase reporter, luminescence, 24 h; Potency, µM (titrated, usually from 57 µM), for the others: top-dose activity change, negative = inhibition, actives largely listed as inhibitors; 360,000 tested, 0.72% active; further: potency means the concentration at half of the fitted maximal effect; on the % scale 0 is the no-effect control and ±100 the full control effect; nearly all actives have a fitted effect of over 55% in size
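ATXN2-luciferase reporter cells (luciferase flanked by upstream and downstream ATXN2 gene portions) were treated 24 h at 37 °C with compounds at up to 57 uM. SteadyGlo luminescence gave expression; GF-AFC fluorescence gave viability.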
KB-3-1 cytotox = kills parental KB-3-1 adenocarcinoma cells; AID 1347075; Potency, µM (highest dose often 46.1 µM), inactives show at the top dose activity change, negative = cytotoxic, usual class: cytotoxic; KB-3-1 viability, CellTiter-Glo ATP luminescence, 72 h; 400,000 tested, 1.4% active; further: potency means the concentration at half of the fitted maximal effect; on the % scale 0 is the no-effect control and ±100 the full control effect; nearly all actives have a fitted effect of over 60% in size
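Parental KB-3-1 adenocarcinoma cells in phenol-red-free DMEM with 10% FBS were pin-treated with compounds at several concentrations, incubated 72 h at 37 °C, and viability read by CellTiter-Glo luminescence; concentration-effect curves were fitted after normalization.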
IL1B secr inh = inhibitors of inflammasome signaling (IL-1 beta secretion) | THP-1 LPS/ATP IL-1B secretion, AlphaLISA, 16 h; hits give low values | activity change, % at 57.5 µM | 360,000 tested, 4.7% active | AID 743279; in the data active means activity change below about -50%; inconclusive means mostly about -30% to -49%; further: on the % scale 0 is the no-effect control and ±100 the full control effect
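Secreted IL-1B measured by AlphaLISA bead assay after 16 h compound exposure of THP-1 cells; compounds (final up to 57.5 uM) added 1 h before LPS (250 ng/mL) and ATP (1.25 mM) stimulation; lower signal means less secretion.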
SW480 rerep = induces DNA re-replication in SW480 colon adenocarcinoma cells; SW480 DNA re-replication, Hoechst DNA content imaging, 48 h; Potency, µM (top dose mostly 46.1 µM), inactives show at the highest dose re-replication activation, usual class: activators; 340,000 tested, 1.8% active; further: potency means the concentration at half of the fitted maximal effect; % of control where 0% means no effect; nearly all actives have a fitted effect of over 55% in size
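SW480 cells exposed to compounds for 48 hr at 37 C, 5% CO2, then Hoechst-stained 40 min. Nuclear DNA content imaged by fluorescence scanning (405 nm excitation, 500-530 nm emission); re-replication scored as increased high-intensity nuclei.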
S2 tox = reduces viability in counter-screen for ATXN expression inhibitors | AID 651635 | 400,000 tested, 0.49% active | Potency, µM (doses to about 56.7 µM), usual class: cytotoxic | S2 cells (HEK-293 line with an ATXN2-luciferase reporter) viability, CellTiter-Fluor protease fluorescence, 24 h; further: potency means the concentration at half of the fitted maximal effect; nearly all actives have a fitted effect of over 40% in size
HT1080 IDH1KD tx = kills HT-1080 cells with IDH1 knockdown | HT-1080 IDH1 knockdown viability, ATP luminescence, 48 h | 360,000 tested, 2% active | Potency, µM (top dose mostly 46.1 µM), inactives show at the highest dose activity, negative = toxicity, usual class: cytotoxic | AID 686971;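 further: potency means the concentration at half of the fitted maximal effect; 0% = DMSO wells and -100% = cell-free medium wells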
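Cytotoxicity counter-line: IDH1KD HT-1080, 48 h, CellTiter-Glo. Curves classed by r2, magnitude and activity.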
The depositor's hits bear a star; i = inactive; ? = inconclusive; / = not tested or not shown; & = joins results of further samples; [ ] = another dose, or the depositor's remark. Unless noted, the call rests on the fitted dose curve; in most records, active means well fitted curve in the direction sought with a large enough effect; inconclusive means small, poorly fitted or top-dose-only effect, or another doubt; inactive means no such curve, though single readings can be large; an effect the other way counts as inactive or inconclusive. Random draw from the library; overall some 8.9% were active at least once.

SMILES	HT1080NT lethal	MCF10A rerep	HepG2 tox	ATXN2 expr inh	KB-3-1 cytotox	IL1B secr inh	SW480 rerep	S2 tox	HT1080 IDH1KD tx
Cc1nc2ccccn2c1-c1nnco1	6%	-3%	-1%	0%	2%	0	-2%	i	11%
Cn1c(=O)c2c(ncn2CCOc2cccc(Br)c2)n(C)c1=O	?	7%	-64%	/	10µM*	32	6%	i	-14%
CCN(C(=O)COC(=O)c1cc2c(s1)CCCC2)c1c(N)n(Cc2ccccc2)c(=O)[nH]c1=O	-21%	2%	2%	0%	-16%	-18	?	i	-8%
CC(=O)OC1CC(C)(C)N(OC(=O)c2ccc(N)cc2)C(C)(C)C1	18%	-21%	0%	-5%	1%	24	1%	i	11%
Cc1ccc(C(=O)CSc2nc(C)cc(C)c2C(N)=O)cc1	?	154%	8%	15%	-8%	-52*	-27%	i	?
COc1ccc(CCNC(=O)COC(=O)/C=C/c2ccc(OC)c(OC)c2)cc1	7%	26%	-12%	4%	0%	0	-12%	i	6%
O=C(c1ccc(Cn2c(=S)[nH]c3cc4c(cc3c2=O)OCO4)cc1)N1CCN(c2ccccc2)CC1	2%	0%	-14%	-15%	-4%	-3	-1%	i	0%
COc1cccc(/C=N/NC(=O)CC(=O)NCCc2ccc(OC)c(OC)c2)c1	12%	?	-11%	-4%	6%	-6	0%	i	11%
COc1ccc(CCNC(=O)CCCCCN2C(=O)c3ccccc3C2=O)cc1	3%	4%	-18%	-4%	12%	12	-1%	i	-1%
CCCc1nnc(SCC(=O)Nc2ccc(OC)cc2)n1N	13%	2%	1%	2%	3%	1	-2%	i	?
Cc1cccc(C(=O)NNC(=O)c2ccccc2[N+](=O)[O-])c1	0%	1%	-14%	/	-3%	13	-4%	i	-2%
CC1=Nc2ccc(Br)cc2C(c2ccccc2)N1CC(=O)NN (configuration not stated)	-4%	?	-21%	1%	-7%	-3	-35%	i	-10%
O=C(CCC(=O)c1ccc[nH]1)c1ccc(Cl)cc1	20%	0%	-5%	36%[activator]	8%	-2	-3%	i	10%
Cc1cccc(C(C)C)c1NC(=O)c1cc2ccccc2o1	5%	0%	-7%	/	-9%	-8	11%	i	11%
Cc1nc(S/C(C(=O)O)=C2/C(=O)Nc3ccccc32)n[nH]1	-7%	1%	-5%	/	0%	0	0%	?	9%
CNC(=O)c1cc2c(ccc3ccccc32)o1	1%	3%	-3%	/	2%	0	5%	i	1%
Cc1ccc(N2CCN(C(=O)c3c(C)oc4ncnc(N5CCCCC5)c34)CC2)c(C)c1	/	/	-34%	?	1%	/	/	?	/
CCC(c1nnnn1-c1ccc2c(c1)OCCO2)N1CCN(c2ncccc2C(F)(F)F)CC1 (configuration not stated)	-11%&-13%	/	/	-34%&-12%	?	-7&15	/	?	?
COCCNC(=O)C(c1ccc(C)o1)N(Cc1ccccc1)C(=O)Cn1nnc2ccccc21 (configuration not stated)	16%	-3%	2%	5%	-15%	8	-1%	i	18%
COC(=O)N/N=C/c1cn(CCOc2cccc(OC)c2)c2ccccc12	-18%	4%	-47%	/	-3%	-8	5%	i	0%
S=C(NCCC1=CCCCC1)Nc1ccccc1	-18%	?	-46%	22%	?	6	0%[9.22 µM]	i	?
CC(=O)c1ccc(NS(=O)(=O)c2ccc3c(c2)NC(=O)CCS3)cc1	/	/	-10%	-4%	4%	/	/	i	/
COc1cccc(CN(C)C(=O)c2cc(S(=O)(=O)N3CCCC3)ccc2C)c1OC	5%	14%	-14%	/	-17%	21	0%	/	0%
COc1ccccc1-c1nc(SCC(=O)Nc2ccccc2)n[nH]1	-1%	-3%	-25%	0%	15%	0	3%	i	-9%
O=C(Nc1ccc(NC(=O)C2CC2)cc1)c1cccs1	-13%	4%	-15%	21%	-8%	?	2%	i	0%

Sorted by molar mass (lowest first): 9 of the compounds above.
SMILES	HT1080NT lethal	MCF10A rerep	HepG2 tox	ATXN2 expr inh	KB-3-1 cytotox	IL1B secr inh	SW480 rerep	S2 tox	HT1080 IDH1KD tx
Cc1nc2ccccn2c1-c1nnco1	6%	-3%	-1%	0%	2%	0	-2%	i	11%
O=C(CCC(=O)c1ccc[nH]1)c1ccc(Cl)cc1	20%	0%	-5%	36%[activator]	8%	-2	-3%	i	10%
O=C(Nc1ccc(NC(=O)C2CC2)cc1)c1cccs1	-13%	4%	-15%	21%	-8%	?	2%	i	0%
Cc1cccc(C(C)C)c1NC(=O)c1cc2ccccc2o1	5%	0%	-7%	/	-9%	-8	11%	i	11%
CCCc1nnc(SCC(=O)Nc2ccc(OC)cc2)n1N	13%	2%	1%	2%	3%	1	-2%	i	?
CC(=O)c1ccc(NS(=O)(=O)c2ccc3c(c2)NC(=O)CCS3)cc1	/	/	-10%	-4%	4%	/	/	i	/
Cn1c(=O)c2c(ncn2CCOc2cccc(Br)c2)n(C)c1=O	?	7%	-64%	/	10µM*	32	6%	i	-14%
COc1ccc(CCNC(=O)CCCCCN2C(=O)c3ccccc3C2=O)cc1	3%	4%	-18%	-4%	12%	12	-1%	i	-1%
COc1ccc(CCNC(=O)COC(=O)/C=C/c2ccc(OC)c(OC)c2)cc1	7%	26%	-12%	4%	0%	0	-12%	i	6%

The results go on.
SMILES	HT1080NT lethal	MCF10A rerep	HepG2 tox	ATXN2 expr inh	KB-3-1 cytotox	IL1B secr inh	SW480 rerep	S2 tox	HT1080 IDH1KD tx
COc1ccc(-c2nc(NC3=NCCCCC3)sc2C)cc1	-15%	?	-14%	-15%	-8%	-7	7%	i	-14%
COc1ccc(C(=O)OCC(=O)Nc2ccc(N3CCOCC3)cc2)cc1OC	3%	23%	-19%	-4%	-33%	-9	-25%	i	3%
CC(C)c1ccc(Nc2nc(Cl)nc(NCCO)n2)cc1	-14%	3%	4%	8%	-1%	5	-3%	i	-16%
COc1ccc(Cl)c(OC)c1C(=O)NC(=O)Nc1nc(C)nc(C)n1	30%	-24%	-1%	4%	1%	6	-7%	i	14%
CCOC(=O)N1CCC(c2cc(=O)n3[nH]c(-c4ccccc4)cc3n2)CC1	13%	0%	-10%	4%	5%	7	-10%	i	12%
COc1ccc(C2=C(C)C(N3CCC(C(=O)NCc4ccc(C)o4)CC3)=NS2(=O)=O)cc1	/	/	-1%	4%	-17%	/	/	i	/
O=C(CCCO)NC1Cc2ccccc2C1	15%	-19%	2%	9%	-2%	27	-72%[inhibitor]	i	8%
O=c1c2c(-c3cccs3)csc2[nH]c(=S)n1-c1ccccc1	-3%	11%	-32%	-7%	-22%	1	-1%	i	-4%
Cc1c(C(=O)Nc2ccccc2)c2ccc(C(F)(F)F)cc2n1O	?	?	-40%	?	-23%	?	-65%	?	?
C/C(=N\OCC(=O)Nc1cc(C)cc(C)c1)c1ccc2c(c1)OCCO2	5%	6%	5%	1%	7%	3	0%	i	12%
COc1ccc(C(CNC(=O)c2cc(S(=O)(=O)Nc3cccc(C)c3)ccc2C)N2CCCC2)cc1 (configuration not stated)	-3%	15%	-19%	-11%	?	?	13%	i	-20%
CCOC(=O)c1ccccc1NC(=O)N(C)CCc1c(C)nn(CC)c1C	/	/	-20%	20%	1%	/	/	?	/
COCC(C)Nc1ncnc2c1cnn2-c1ccc(C)c(C)c1 (configuration not stated)	/	/	1%	54%[activator]	14%	/	/	?	/
S=C(NCC1CC1)N/N=C/c1ccccc1Cl	8%	-9%	-166%	-17%	-6%	6	-20%	i	9%
Cc1cc(NC(=O)/C=C/C(=O)N(c2ccccc2C)C(C(=O)NC2CCCC2)c2ccc(F)cc2)no1 (configuration not stated)	11µM*	?	-75%	10µM*	-1%	-95*	?	?	10µM*
COc1nc(OC/C(N)=N/O)nc(N2CCOCC2)n1	-4%	-5%	-2%	-2%	-1%	0	0%	i	1%
C/C(=N\NC(=O)c1nnn(-c2nonc2N)c1CN(C)c1ccccc1)c1cccs1	-2%	2%	-7%	2%	-4%	4	?	i	-15%
COc1ccc(CNC(=O)Cn2cc([N+](=O)[O-])nc2C)cc1	1%	1%	0%	-7%	-11%	30	3%	i	1%
Cc1onc(-c2ccccc2)c1-c1nnc(-c2ccccc2C(F)(F)F)o1	0%	?	4%	-30%	0%	?	1%	i	-26%
CCCn1c(SCC(=O)c2ccc(OC)c(OC)c2)nc2c1c(=O)n(C)c(=O)n2C	-2%	5%	8%	-5%	-1%	4	-8%	i	-9%
CC(=O)Nc1sc(C)c(C)c1C(=O)OCC(=O)Nc1ccccc1	5%[9.24 µM]	?	-29%	-18%	8%	-4	-27%	i	-3%
CC(C)CCCCCCCCCCCCC(=O)NCC(=O)NC1C(C)OC(Nc2ncnc3nc[nH]c23)C(O)C1O (configuration not stated)	1.8µM*	23%	-25%	?	0.01µM*	-93*	30%	?	0.12µM*
COc1ccc(/C(N)=N/OC(=O)CCC2CCCC2)cc1OC	17%	4%	-7%	27%	17%	12	?	i	2%
O=C(CC1NC(=O)NC1=O)Nc1cccc2ccccc12 (configuration not stated)	13%	?	-17%	3%	1%	0	-8%	i	14%
COc1ccc(CCNC(=O)CSc2nnc(-c3ccccc3)o2)cc1OC	-7%	0%	-3%	15%	4%	-12	-12%	i	2%
CC(C)OC(=O)CNc1n[nH]c(=S)[nH]c1=O	-13%	-31%[inhibitor]	-6%	0%	8%	30	4%	i	3%
CC1CC(C)(C)NC(=S)N1CCCC(=O)N1CCN(c2ccccc2F)CC1 (configuration not stated)	5%	0%	-2%	-14%	19%	14	0%	i	2%
CSc1nc(N)nc2c1ncn2CC(=O)NCCNc1ccc([N+](=O)[O-])cn1	9%	-6%	-12%	-4%	5%	9	1%	?	8%
